# hcDAF12 agonist = H. contortus DAF-12 activation, primary screen; activation, % at 6.8 µM; AID 652067; HEK293 hcDAF-12 lit1-tk-luc reporter, luminescence; 0% DMSO, 100% Δ7-dafachronic acid; 370,000 compounds, 1.4% hits;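 active = activation above the mean of all tested compounds plus 3 SD, cut at about 5.5% in these data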;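 also: 100% = response to 3 µM Δ7-dafachronic acid high control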
# ssDAF12 agonist = S. stercoralis DAF-12 activation, primary screen; 370,000 compounds, 1% hits; HEK293 ssDAF-12/GRIP1 lit1-tk-luc reporter, luminescence; % of 3 µM dafachronic acid response; activation, % at 6.8 µM; AID 652126;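 active = activation above the mean over all tested compounds plus 3 SD, cut at about 0.9% in these data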;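 also: 0% = DMSO-only wells and 100% = 3 µM delta7-dafachronic acid wells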
# hgDAF-12 ag = agonists of H. glycines DAF-12 nuclear receptor | HEK293 GAL4-hgDAF12 UAS-luciferase reporter, agonist luminescence; normalized to butyrate control | activation, % at 6.8 µM | 370,000 compounds, 1.8% hits | AID 687014;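 active = activation above a cutoff set at the mean of all screened compounds plus 3 SD, cut at about 10% in these data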;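 also: 0% = DMSO wells and 100% = sodium butyrate wells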
# Rev-erbA mod = modulates human Rev-erb alpha binding to DNA. P20393. Rev-erbα–FITC-DNA binding, fluorescence polarization, 90 min. activity, % at 10 µM. 370,000 compounds, 0.79% hits. AID 1259318;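 active = activity above about 14%, limit read from the data; passing the limit was not always enough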;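 also: 0% = DMSO wells with 35 nM protein and 100% = DMSO wells with 750 nM protein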
# sPLA2-III inh = Blocks human group III sPLA2 activity | 370,000 compounds, 0.56% hits | QFRET BODIPY PC-A2 liposome hydrolysis, fluorescence | Q9NZ20 | inhibition, % at 12.2 µM;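 active = inhibition above mean plus 3 SD of compounds lying within the high and low control bounds, cut at about 19% in these data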;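 also: 0% = median of test compound wells and 100% = no enzyme DMSO wells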
# Target sequence (Q9NZ20 whole entry, looked up): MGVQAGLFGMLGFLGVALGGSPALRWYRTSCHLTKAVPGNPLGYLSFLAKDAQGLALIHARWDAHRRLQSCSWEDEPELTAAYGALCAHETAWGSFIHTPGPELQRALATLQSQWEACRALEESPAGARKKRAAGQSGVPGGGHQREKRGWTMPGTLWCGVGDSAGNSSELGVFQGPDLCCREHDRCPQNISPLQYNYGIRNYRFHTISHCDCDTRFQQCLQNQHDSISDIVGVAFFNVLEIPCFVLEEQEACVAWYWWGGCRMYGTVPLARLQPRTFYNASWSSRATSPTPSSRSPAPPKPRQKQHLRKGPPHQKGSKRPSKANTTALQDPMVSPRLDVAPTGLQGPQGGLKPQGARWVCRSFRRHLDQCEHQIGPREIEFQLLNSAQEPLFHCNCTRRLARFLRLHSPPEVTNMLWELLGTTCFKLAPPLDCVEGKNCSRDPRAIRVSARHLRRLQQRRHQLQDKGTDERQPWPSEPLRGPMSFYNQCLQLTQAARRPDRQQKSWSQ
# PG9 Ab binder = binds the HIV-1 gp120 antibody PG9; inhibition, % at 6.7 µM; TR-FRET gp120-PG9 antibody binding; AID 624416; 360,000 compounds, 0.43% hits; in the data active = inhibition above about 8.5%
# DAX1 inh-1 = NR0B1 (DAX1) inhibition; inhibition, % at 6.75 µM; 340,000 compounds, 0.99% hits; P51843; AID 504766; HEK293 Gal4-DAX1 luciferase reporter, luminescence;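 active = inhibition above the mean over all tested compounds plus 3 SD, cut at about 4.2% in these data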;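 also: 0% = DAX1-transfected cells with DMSO and 100% = empty-vector control cells with DMSO; inhibition shows as a rise in luminescence from relieved DAX1 repression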
# Target sequence (P51843 207-470 limits assumed): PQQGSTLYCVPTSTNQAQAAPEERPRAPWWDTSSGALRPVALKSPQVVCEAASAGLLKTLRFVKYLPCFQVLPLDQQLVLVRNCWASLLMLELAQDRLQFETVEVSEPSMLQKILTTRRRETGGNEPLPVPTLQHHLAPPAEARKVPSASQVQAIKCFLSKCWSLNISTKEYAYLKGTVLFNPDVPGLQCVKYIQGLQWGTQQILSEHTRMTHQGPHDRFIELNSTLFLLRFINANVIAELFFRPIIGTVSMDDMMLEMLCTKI
# PLCb3 inh = inhibitors of human phospholipase C beta3; Q01970; Purified PLC-beta3, fluorogenic substrate, fluorescence; inhibition, % at 12.2 µM; 370,000 compounds, 0.18% hits; in the data active = inhibition above about 11%;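 also: 0% = median of compound wells on plate and 100% = full blocker control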
# DAX1 inh-2 = blocks DAX1 repression of SF-1 activated StAR promoter. HEK293T StAR-luciferase reporter, SF-1/DAX-1 repression relief. inhibition, % at 6.8 µM. 370,000 compounds, 1.1% hits. AID 652010;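 active = inhibition above the mean over all tested compounds plus 3 SD, cut at about 3.6% in these data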;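 also: 0% = DAX-1 cells with DMSO and 100% = cells lacking DAX-1 with DMSO; higher inhibition means more luminescence from relief of DAX-1 repression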
# SMARCA2 act = activators of SMARCA2 function; 370,000 compounds, 1% hits; AID 652017; activation, % at 9.1 µM; MG213 cells, MMTV-luciferase reporter, dexamethasone, overnight; in the data active = activation above about 7.8%;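 also: 0% = vehicle wells and 100% = reference activator wells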
# GAA850 FXN act = increases GAA850 frataxin promoter reporter activity | activation, % at 6 µM | 360,000 compounds, 0.56% hits | HEK293 lucGAA850 FXN promoter luciferase reporter, 24 h; percent of 10 µM SAHA response;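 active = activation above the average of all compounds screened plus 3 SD, cutoff fixed separately per campaign, cut at about 7.5% in these data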;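 also: 0% = DMSO wells and 100% = 10 µM SAHA wells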
# Starred values were filed as active, the others as inactive; i = inactive; / = not tested or not shown. This is a random part of the collection. About 7% of those tested had a hit in this group.
no.	Compound	hcDAF12 agonist	ssDAF12 agonist	hgDAF-12 ag	Rev-erbA mod	sPLA2-III inh	PG9 Ab binder	DAX1 inh-1	PLCb3 inh	DAX1 inh-2	SMARCA2 act	GAA850 FXN act
1	Cn1cc(/C=C(\NC(=O)c2ccccc2)C(=O)N2CCOCC2)c2ccccc21	-0.1	-0.3	0.8	-2	-20	-2.7	-0.1	-15	-0.3	-4	-0.6
2	CCCC1OC23CCCCC2C(C#N)(C#N)C1(C#N)C(=N)O3 (stereo not drawn)	-0.8	-0.3	0.2	5	2	-0.3	-0.1	-231	-0.5	-2	-2.2
3	COc1cc(S(=O)(=O)N2CCOCC2)ccc1NC(=O)COC(=O)c1cc(OC)c(OC)c(OC)c1	0.5	-0.5	-2.4	1	-3	-1.2	0.0	2	1.4	-3	1.0
4	O=C(NN1C(=O)c2ccccc2NC1c1ccc([N+](=O)[O-])o1)c1ccc(Br)cc1 (stereo not drawn)	-0.6	-1.5	0.1	-3	4	1.8	-0.1	-7	-1.2	-1	2.8
5	Cc1nn(C)c(Cl)c1CN1CCCC(CCC(=O)NCc2ccccc2F)C1 (stereo not drawn)	-0.9	-1.1	-1.2	0	0	0.1	-0.5	-2	0.1	0	1.1
6	O=S(=O)(Nc1c(F)cccc1F)c1ccc(Cl)nc1	-0.7	-0.9	1.7	5	2	0.5	0.4	-1	0.7	-1	-0.3
7	O=c1c2ccccc2nc2ccc(NCc3cccs3)nn12	2.3	-1.4	5.8	3	1	0.6	4.7*	-53	1.9	7	6.0
8	COc1ccc(NC(=O)C2CCCN2S(=O)(=O)c2ccc3c(c2)CC(C)N3C(C)=O)cc1OC (stereo not drawn)	-2.5	-1.5	-2.1	-4	4	-0.4	0.4	-6	-0.5	0	-0.5
9	Cc1ccc2[nH]c(=O)c(C(c3nnnn3Cc3ccccc3)N3CCc4ccccc43)cc2c1 (stereo not drawn)	5.2	0.3	-0.3	-1	-6	0.8	-2.5	-28	-0.6	0	-4.0
10	CCc1sc(C(=O)Nc2nc(C)cs2)cc1C	9.2*	0.4	15*	0	2	-0.6	0.4	-31	2.8	3	1.4
11	O=C(COC(=O)c1ccc(-c2nnc(-c3ccccc3)o2)cc1)c1ccccc1	-0.4	-1.1	3.8	23	0	-0.3	-0.5	3	0.5	0	5.7
12	CCCCc1c(Cc2ccccc2)ncn1CCc1ccccc1OC	-2.3	-1.3	-0.6	0	-3	0.2	/	0	-1.5	-8	/
13	CCCCC(=O)NNC(=S)NC(=O)CCC	1.1	-0.3	0.3	2	-2	3.1	-0.5	0	1.5	-4	0.1
14	O=S(=O)(c1c(F)cccc1F)C1CCN(S(=O)(=O)c2ccc3c(c2)OCCO3)CC1	-1.0	-1.3	-0.8	1	5	0.8	-0.1	1	-0.5	-1	0.3
15	O=C(C1CCCN(S(=O)(=O)c2cccs2)C1)N1CCN(Cc2ccccc2)CC1 (stereo not drawn)	-3.5	-1.1	1.7	9	10	/	/	-2	-0.6	-6	/
16	O=C1C=C(N2CCCCCC2)C(=O)N1c1ccc(Cl)cc1	5.1	-0.4	15*	6	-20	-1.2	3.7	-15	1.7	3	3.2
17	COc1cc(C=O)ccc1OC(=O)c1ccncc1	-1.7	-0.9	-2.7	3	3	-1.4	0.1	3	-0.5	-1	0.8
18	O=S(=O)(c1ccccc1)N1CCN(S(=O)(=O)N2CCCCC2)CC1	-1.7	-1.7	-0.5	5	-5	-0.1	0.0	-3	0.6	0	-0.6
19	Cn1c(=O)n(C)c2cc([N+](=O)[O-])c(N3CCN(C(=O)c4ccc(Cl)cc4)CC3)cc21	-1.9	-1.2	2.5	-6	0	-0.1	-0.1	2	0.1	-2	-1.0
20	CC(C)CCNC(=O)C(=O)Nc1ccccc1	1.5	-0.3	13*	2	2	-1.6	1.8	3	3.1	9.1*	7.1
21	CCOC(=O)c1ccc(NC(=O)NC(C)C2CCCO2)cc1 (stereo not drawn)	-0.9	-0.6	1.4	-1	-6	-1.9	0.5	2	0.0	5	-0.8
22	COc1ccc(S(=O)(=O)N2CCCN(CC(=O)C(C)(C)C)CC2)cc1	-2.5	-0.7	-0.6	-4	5	-0.5	1.2	-3	-0.3	0	2.2
23	Cc1coc2c1c(C)cc1oc(=O)c(CC(=O)NCC(=O)N[C@H](C(=O)O)C(C)C)c(C)c12	-1.0	-1.2	-3.2	-5	-1	1.6	3.5	i	0.0	-1	1.9
24	NS(=O)(=O)c1ccc(CCNC(=O)CSc2ccc(Cl)cc2Cl)cc1	-2.0	-0.4	0.9	-4	-4	-0.2	1.3	-9	0.0	-1	0.5
25	CC(=O)c1ccccc1OC(=O)c1c(F)cccc1F	2.2	0.1	1.1	-1	-2	-2.1	2.0	-8	0.4	2	-0.8
26	COC(=O)[C@@]12C[C@@H](CC(=O)NCC34CC5CC(CC(C5)C3)C4)C(=O)N(CCc3ccc(OC)c(OC)c3)C1=CCC(C)(C)C2	0.5	-1.5	-2.8	3	-24	-2.0	/	1	-0.5	-6	/
27	O=C(O)c1ccccc1C(=O)NNc1ccc(Cl)cc1	-0.7	-0.4	0.7	-1	-2	-0.6	0.3	-2	0.7	0	1.9
28	COC(=O)c1cc(NC(=O)CN(c2ccc3c(c2)OCO3)S(C)(=O)=O)ccc1Cl	-1.8	-1.5	-0.2	-1	-17	1.2	1.2	4	-0.3	-1	-2.1
29	Cc1cc(Nc2ccc(Cl)cc2)nc(NCc2ccccc2)n1	-2.2	-1.6	-3.3	8	-14	2.4	-1.8	-12	-1.4	-6	14*
30	COc1ccccc1NC(=O)C1CCCN(S(=O)(=O)c2ccc3[nH]c(=O)ccc3c2)C1 (stereo not drawn)	-1.7	-1.7	-1.1	-2	-3	-0.1	-0.5	1	-0.9	-3	1.1
31	Cc1ccc(N2C(=O)C3C(c4ccccc4)N4CCCN4C3(C)C2=O)cc1 (stereo not drawn)	-1.6	-1.6	0.2	4	1	-1.1	-0.2	2	0.0	-1	1.5
32	CC1CCN(C(=O)c2ccc(COc3ccccc3Cl)o2)CC1	-2.0	-0.6	-0.4	0	-9	-1.3	1.5	1	-0.3	2	0.2
33	Cc1nc2ccc(C(=O)N/N=C/c3cc([N+](=O)[O-])ccc3O)cc2[nH]1	-0.5	-1.7	1.4	6	-9	-4.2	-0.3	2	-0.1	-2	1.4
34	COc1ccc(S(=O)(=O)N2CCCCCC2)cc1C(=O)OCc1c(C)noc1C	-0.8	-1.1	-0.2	0	-8	-0.9	0.2	-3	-0.4	-4	4.5
35	OCC[C@@H]1C[C@@H](O)[C@H](O)[C@]2(CCc3ccccc3O2)O1	0.0	-0.9	-1.3	-4	2	1.8	0.4	5	-0.5	0	-0.3
36	O=C(/C=C/c1ccc2c(c1)OCO2)NCc1ccncc1	-1.1	-1.2	0.8	5	-2	-3.5	1.3	-34	0.2	-1	-1.4
37	COc1ccc(S(=O)(=O)N2CCN(C3CCN(Cc4ccccc4)CC3)CC2)cc1	-1.0	-1.3	0.7	-1	-1	1.3	-0.5	3	-0.9	-1	0.7
38	O=C(CNS(=O)(=O)c1ccccc1)N/N=C\c1ccc(Cl)cc1	0.1	-0.2	1.9	-1	-4	1.4	0.0	-2	0.1	-2	1.0
39	COc1ccc(-c2ccc3oc(-c4ccsc4)cc(=O)c3c2)cc1F	0.5	-1.2	-1.1	66*	5	-7.4	0.4	-15	0.0	0	-0.2
40	CSc1ncccc1C(=O)N1CCC(C)(C(=O)O)C1 (stereo not drawn)	1.5	-0.8	-0.6	-4	8	1.5	/	2	1.5	-2	-0.6
41	Cc1nc(/N=C(\N)N(C)C)[nH]c(=O)c1C	-1.9	-1.2	-0.5	-7	-1	-2.2	0.2	-9	0.2	-1	1.8
42	CSc1ccc(CNc2ncc(-c3cccc([N+](=O)[O-])c3)n2C)cc1	-2.5	-0.7	0.0	0	3	-1.2	1.2	-5	-0.7	-2	0.3
43	CC(C)OC(=O)/C(=C\c1ccc2c(c1)c1ccccc1n2C)NC(=O)c1ccccc1	2.6	-0.3	5.2	-3	-12	-1.6	-0.3	-79	0.3	3	3.4
44	COc1ccc(NC2=NCC(=O)N2c2ccccc2F)cc1	-0.3	-0.8	3.0	6	7	-3.7	-0.3	5	0.7	6	-1.8

# Sorted by formula weight (highest first): some entries from above.
no.	Compound	hcDAF12 agonist	ssDAF12 agonist	hgDAF-12 ag	Rev-erbA mod	sPLA2-III inh	PG9 Ab binder	DAX1 inh-1	PLCb3 inh	DAX1 inh-2	SMARCA2 act	GAA850 FXN act
37	COc1ccc(S(=O)(=O)N2CCN(C3CCN(Cc4ccccc4)CC3)CC2)cc1	-1.0	-1.3	0.7	-1	-1	1.3	-0.5	3	-0.9	-1	0.7
34	COc1ccc(S(=O)(=O)N2CCCCCC2)cc1C(=O)OCc1c(C)noc1C	-0.8	-1.1	-0.2	0	-8	-0.9	0.2	-3	-0.4	-4	4.5
42	CSc1ccc(CNc2ncc(-c3cccc([N+](=O)[O-])c3)n2C)cc1	-2.5	-0.7	0.0	0	3	-1.2	1.2	-5	-0.7	-2	0.3
39	COc1ccc(-c2ccc3oc(-c4ccsc4)cc(=O)c3c2)cc1F	0.5	-1.2	-1.1	66*	5	-7.4	0.4	-15	0.0	0	-0.2
33	Cc1nc2ccc(C(=O)N/N=C/c3cc([N+](=O)[O-])ccc3O)cc2[nH]1	-0.5	-1.7	1.4	6	-9	-4.2	-0.3	2	-0.1	-2	1.4
32	CC1CCN(C(=O)c2ccc(COc3ccccc3Cl)o2)CC1	-2.0	-0.6	-0.4	0	-9	-1.3	1.5	1	-0.3	2	0.2
44	COc1ccc(NC2=NCC(=O)N2c2ccccc2F)cc1	-0.3	-0.8	3.0	6	7	-3.7	-0.3	5	0.7	6	-1.8
36	O=C(/C=C/c1ccc2c(c1)OCO2)NCc1ccncc1	-1.1	-1.2	0.8	5	-2	-3.5	1.3	-34	0.2	-1	-1.4
35	OCC[C@@H]1C[C@@H](O)[C@H](O)[C@]2(CCc3ccccc3O2)O1	0.0	-0.9	-1.3	-4	2	1.8	0.4	5	-0.5	0	-0.3
41	Cc1nc(/N=C(\N)N(C)C)[nH]c(=O)c1C	-1.9	-1.2	-0.5	-7	-1	-2.2	0.2	-9	0.2	-1	1.8

# Screening data as filed in PubChem.
